POLB inh: DNA polymerase beta (human) inhibition; P06746; Pol beta primer extension/strand displacement, fluorescence kinetic; Potency, µM (highest dose often 114 µM), for the others: at the top dose activity change, negative = inhibition, actives largely listed as inhibitors; actives 1.3% (n = 340,000); AID 485314; further: potency means the concentration at half of the fitted maximal effect; on the % scale 0 is the no-effect control and ±100 the full control effect
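Curves were derived by four-parameter Hill fits of normalized qHTS data. The kinetic fluorescent primer-extension read was taken at 0 and 10 min after 50 nM substrate, following a 15 min room-temperature preincubation of 10 nM enzyme with compounds.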
POLK inh: blocks human DNA polymerase kappa activity. Potency, µM (top dose mostly 107 µM), without a hit: at the highest dose activity, negative = inhibition, hits mostly inhibitors. purified Pol kappa, fluorescent DNA synthesis assay, 10 min. actives 0.53% (n = 400,000); further: potency means the concentration at half of the fitted maximal effect; on the % scale 0 is the no-effect control and ±100 the full control effect
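Enzyme at 10 nM met test compounds for 15 min at room temperature. Substrate addition (50 nM final) began the reaction, which was monitored by fluorescence at 0 and 10 min.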
Pol iota inh: blocks human DNA polymerase iota activity. Q9UNA4. actives 1% (n = 390,000). Potency, µM (doses to about 115 µM), for the others: at the highest dose activity, negative = inhibition, usual class: inhibitors. Pol iota fluorescent replication assay, 10 min; further: potency means the concentration at half of the fitted maximal effect
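Fluorescent replication assay read twice, at 0 min and 10 min after adding 50 nM (final) substrate. Enzyme (10 nM) and compounds were first incubated 15 min at room temperature; enzyme-free buffer wells were negative controls.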
APE1 inh: blocks human APE1 abasic DNA cleavage; recombinant APE1, TAMRA/BHQ-2 abasic DNA cleavage fluorescence; P27695; actives 0.35% (n = 350,000); Potency, µM (highest dose often 65.8 µM), without a hit: top-dose activity change, negative = inhibition, usual class: inhibitors; AID 2517;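 further: potency means the concentration at half of the fitted maximal effect; plate controls were vehicle for no effect and reference inhibitor for full effect; nearly all actives have a fitted effect of over 55% in size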
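0.75 nM APE1 + cpd, 15 min RT; start w/ 50 nM TAMRA/BHQ-2 THF-abasic dsDNA; kinetic fluor 525/598 nm ×3 reads @60 s; Δ(read3−read1); normalized to DMSO and NSC13755 control wells.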
RXFP1 antagonist: antagonists of human relaxin receptor RXFP1; HEK293-RXFP1, relaxin-stimulated cAMP HTRF, 30 min; hits give low values; activity change, negative = inhibition, % at 57.5 µM; AID 1259400; Q9HBX9; actives 0.59% (n = 350,000);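 active means activity change of -60% or lower, but not beyond a set lower limit; inconclusive means change between -60% and -40%, or beyond the set limit; inactive means change above -40%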; further: on the % scale 0 is the no-effect control and ±100 the full control effect
Apoferritin bind: binds horse apoferritin like a general anesthetic | P02791 | actives 0.074% (n = 350,000) | Potency, µM (highest dose often 77.5 µM), for inactives: top-dose activity change, negative = displacement, actives largely listed as inhibitors | apoferritin/1-aminoanthracene competitive binding, fluorescence; further: potency means the concentration at half of the fitted maximal effect; on the % scale 0 is the no-effect control and ±100 the full control effect; nearly all actives have a fitted effect of over 20% in size
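10 uM apoferritin + 50% sat. 1-AMA, PBS; cpd 10 min RT; Ex380/Em535 endpoint; normalized to free probe vs complex; 4-param Hill fit; propofol titration as pos. ctrl.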
POLH inh: DNA polymerase eta (human) inhibition; Potency, µM (highest dose often 114 µM), without a hit: at the top dose activity change, negative = inhibition, actives largely listed as inhibitors; recombinant Pol eta, fluorescent DNA replication assay; actives 1.2% (n = 390,000); Q9Y253; further: potency means the concentration at half of the fitted maximal effect; on the % scale 0 is the no-effect control and ±100 the full control effect
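Pol eta (10 nM) was preincubated with compounds for 15 min at room temperature, after which fluorescent replication substrate (50 nM final) was added to start the reaction. Fluorescence was read kinetically at 0 and 10 min.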
PGK inhibitor: inhibitors of T. brucei phosphoglycerate kinase | P07378 | PGK/GAPDH coupled, Kinase-Glo luminescence, 60 min | Potency, µM (titrated, usually from 57.5 µM), for inactives: top-dose activity change, negative = inhibition, usual class: inhibitors | actives 0.043% (n = 380,000); further: potency means the concentration at half of the fitted maximal effect; on the % scale 0 is the no-effect control and ±100 the full control effect; nearly all actives have a fitted effect of over 60% in size
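Luminescent ATP detection (Kinase-Glo Plus) follows a 60-minute room-temperature incubation, with wells lacking PGK as controls. Buffer: 100 mM TEA (pH 7.6), 5 mM MgCl2, 0.01% Tween-20. Coupling enzyme GAPDH (100 nM final) supplies unstable 1,3-BPG in-well.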
BLM helicase inh: inhibitors of human Bloom syndrome helicase BLM. P54132. recombinant BLM DNA unwinding, fluorescence dequenching. Potency, µM (highest dose often 56.1 µM), for the others: at the top dose activity change, negative = inhibition, hits mostly inhibitors. actives 0.2% (n = 350,000). AID 2528;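 further: potency means the concentration at half of the fitted maximal effect; plate controls were vehicle for no effect and no enzyme for full effect; nearly all actives have a fitted effect of over 35% in size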
Target sequence (P54132 whole entry, looked up): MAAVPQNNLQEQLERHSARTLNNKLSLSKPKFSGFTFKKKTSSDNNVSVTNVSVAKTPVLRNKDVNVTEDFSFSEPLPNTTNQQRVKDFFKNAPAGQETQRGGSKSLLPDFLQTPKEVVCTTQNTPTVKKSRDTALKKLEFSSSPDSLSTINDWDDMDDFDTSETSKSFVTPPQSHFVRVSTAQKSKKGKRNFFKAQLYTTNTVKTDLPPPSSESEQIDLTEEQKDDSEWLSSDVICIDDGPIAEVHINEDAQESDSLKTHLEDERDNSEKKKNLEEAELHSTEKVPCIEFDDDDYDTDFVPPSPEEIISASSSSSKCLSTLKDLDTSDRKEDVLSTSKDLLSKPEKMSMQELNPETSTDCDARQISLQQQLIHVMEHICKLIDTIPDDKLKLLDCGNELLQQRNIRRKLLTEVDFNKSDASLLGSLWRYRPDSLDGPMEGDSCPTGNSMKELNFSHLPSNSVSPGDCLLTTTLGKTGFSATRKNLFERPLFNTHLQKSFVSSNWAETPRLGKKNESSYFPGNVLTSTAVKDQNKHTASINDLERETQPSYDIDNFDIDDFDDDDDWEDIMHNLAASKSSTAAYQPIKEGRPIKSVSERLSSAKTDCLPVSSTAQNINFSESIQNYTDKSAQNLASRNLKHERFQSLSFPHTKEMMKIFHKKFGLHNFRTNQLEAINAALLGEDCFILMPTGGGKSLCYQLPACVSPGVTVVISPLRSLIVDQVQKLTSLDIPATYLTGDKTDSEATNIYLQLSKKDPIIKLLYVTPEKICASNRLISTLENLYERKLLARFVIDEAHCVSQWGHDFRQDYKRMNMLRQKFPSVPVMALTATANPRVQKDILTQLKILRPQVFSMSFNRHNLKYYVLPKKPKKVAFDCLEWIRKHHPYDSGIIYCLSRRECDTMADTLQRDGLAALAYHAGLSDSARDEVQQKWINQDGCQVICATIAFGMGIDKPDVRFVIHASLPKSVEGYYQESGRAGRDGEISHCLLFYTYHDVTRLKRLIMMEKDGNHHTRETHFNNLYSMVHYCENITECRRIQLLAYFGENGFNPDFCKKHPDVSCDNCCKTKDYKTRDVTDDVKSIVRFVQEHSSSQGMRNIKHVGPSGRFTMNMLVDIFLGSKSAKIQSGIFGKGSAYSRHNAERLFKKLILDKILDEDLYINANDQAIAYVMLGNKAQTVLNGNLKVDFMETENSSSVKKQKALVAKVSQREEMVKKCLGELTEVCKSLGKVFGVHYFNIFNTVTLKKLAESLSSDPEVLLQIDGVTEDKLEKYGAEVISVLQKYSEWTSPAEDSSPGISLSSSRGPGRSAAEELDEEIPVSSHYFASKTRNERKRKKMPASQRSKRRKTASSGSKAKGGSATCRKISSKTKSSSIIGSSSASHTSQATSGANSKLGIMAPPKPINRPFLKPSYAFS
The depositor's hits bear a star; i = inactive; ? = inconclusive; . = not tested or not shown; & = joins results of further samples; [ ] = another dose, or the depositor's remark. Unless noted, the call rests on the fitted dose curve; in most records, active means well fitted curve in the direction sought with a large enough effect; inconclusive means small, poorly fitted or top-dose-only effect, or another doubt; inactive means no such curve, though single readings can be large; an effect the other way counts as inactive or inconclusive. Not all compounds are listed; count on the stated rates, not on these rows.

SMILES	POLB inh	POLK inh	Pol iota inh	APE1 inh	RXFP1 antagonist	Apoferritin bind	POLH inh	PGK inhibitor	BLM helicase inh
CSc1ccccc1OCc1cc(C(=O)N2CCNC(=O)C2)no1	-0.9%	-0.2%	22.2%	30.1%	1.2	-15.9%	-3.1%	-2.8%	-1.2%
CC(=O)Nc1ccc2nc(CN3CCC(CO)(CCc4ccccc4)CC3)ccc2c1	1.2%	-8.1%	-9.4%	4.0%	-9.6	-0.7%	-14.1%	-5.2%	-2.6%
COC(=O)CCN(C(=O)c1ccc([N+](=O)[O-])cc1)c1ccccn1	1.2%	-1.6%	204.1%[activator]	-9.3%	-6.7	5.0%	-9.6%	-10.7%	-0.1%
O=C(NCCc1ccccc1)c1c[nH]c2ccc(S(=O)(=O)Nc3ccc(F)cc3F)cc2c1=O	?	-4.6%[60.1 µM]	?	.	-4.3	-23.1%	?	-3.6%	-3.0%
CC(CN1C(C)CCCC1C)OC(=O)c1ccc(Cl)cc1Cl (stereo not given)	1.5%	0.0%	96.9%[activator]	-3.9%	-11.9	-3.9%	-18.2%	i	-1.4%
CN(C)CCCN(C(=O)c1cccs1)c1nc2cc3c(cc2s1)OCO3	0.7%	1.9%	105.9%[activator]	12.5%	-1.7	-11.5%	-4.0%	i	11.0%
Cc1ccc(NC(=O)Cn2c(-c3ccc(F)cc3)cnc2SCC(=O)Nc2c(C)cccc2C)cc1	-16.8%	5.1%	-12.1%	-3.0%	-9.1	2.4%	-18.7%	-4.9%	2.1%
O=C1c2sc3nc4c(c(=O)n3c2C(=O)N1c1ccccc1)CCC4	4.2%	-5.8%	-8.8%	4.8%	-12.8	-18.7%	-7.4%	-8.0%	-3.5%
CC(=O)Nc1cccc(-c2csc(Nc3ncccn3)n2)c1	-15.5%	.	.	-2.9%	.	-2.3%	.	.	-8.5%
Cc1ccc(NS(=O)(=O)c2cc(C(=O)N3CCCC3)ccc2C)cc1C	-2.9%	-4.2%	9.2%	3.3%	-0.5	-7.5%	-7.3%	i	-1.3%
Cc1ccc(NC(=O)c2cc(-c3cccs3)nc3ccccc23)nc1	?	-3.5%	-18.3%	-3.0%	-23.0	-13.7%	-16.4%	i	-7.9%
CC(C)(C)CC(C)(C)c1ccc(OCOCCOCCO)c(Cc2cc(C(C)(C)CC(C)(C)C)cc(Cc3cc(C(C)(C)CC(C)(C)C)ccc3OCOCCOCCO)c2OCOCCOCCO)c1	.	-8.8%[12 µM]	.	1.6%[21 µM]	.	?	.	.	-0.3%[21.4 µM]
O=C(c1cccc(-c2ccco2)c1)N1CCCC(N2CCN(c3ccc(F)cc3)CC2)C1 (stereo not given)	?	-25.9%	6.7%	2.3%	-25.1	-9.0%	-9.5%	-0.8%	-5.0%
Cc1ccc(-n2ncc(N(C)C)c(Cl)c2=O)cc1	50.9%	-9.8%	-3.9%	7.9%	6.8	-11.7%	-17.0%	-2.1%	-1.7%
O=C(c1ccco1)N1N=C(c2ccc(Br)cc2)CC1c1ccco1 (stereo not given)	.	-11.4%	40.6%[activator]	4.8%	4.4	.	-22.6%	4.3%	.
O=[N+]([O-])c1ccc(S(=O)(=O)Nc2ccc(S(=O)(=O)N3CCCC3)cc2)cc1	44.4%	1.3%	-4.2%	6.2%	0.1	5.6%	-13.8%	2.4%	-0.8%
CC[C@@]12C(=O)N(c3cccc(Br)c3)C(=O)N1[C@H](c1cccc(C)c1)[C@@H]1C(=O)N(Cc3ccccc3)C(=O)[C@@H]12	.	-10.1%	-7.1%	18.8%	.	.	-3.5%	i	.
O=C(Cc1ccccc1)Nc1nnc2n1CCS2	-27.9%	-4.9%[60.1 µM]	15.5%	.	.	2.5%	-6.5%	i	-1.6%
CSc1nnc(C(C)(C)C)c(=O)n1/N=C/c1ccccc1O	1.3%	-17.3%	-17.6%	-2.2%	11.9	1.2%	-3.6%	1.7%	-8.6%
C/C(=N\NC(=O)C1CCCC1)c1ccc(C(C)C)cc1	-0.2%	0.2%	23.9%	10.0%	7.1	-13.6%	-21.6%	-9.7%	-1.6%
Cc1nn(C)c(-c2n[nH]c(=S)n2Cc2ccco2)c1Cl	20.5%	-7.5%	14.0%	15.0%	-4.6	-0.8%	-6.5%	5.2%	6.8%
CS(=O)(=O)N(CC(=O)NCc1cccnc1)Cc1ccc(Cl)cc1	?	8.6%	26.1%	3.5%	-17.4	-4.6%	-7.9%	.	-0.5%
Cc1ccccc1NC(=O)c1cc(S(=O)(=O)N2CCOCC2)ccc1F	8.0%	-20.3%	-0.9%	4.1%	-2.4	-11.5%	2.3%	i	1.3%
COc1ccc(-c2noc(CNC(=O)c3ccc4c(c3)OCO4)n2)cc1OC	-21.7%	5.6%	33.5%[activator]	22.9%	-8.1	-8.8%	-10.6%	-4.5%	-0.5%
CS(=O)(=O)c1ccc(Cl)c(NC(=O)C2CCN(S(=O)(=O)c3cccs3)CC2)c1	.	-6.1%	3.0%	-0.9%	2.5	.	-0.4%	i	.
COc1ccc(C(=O)NCCNc2nc3cc(C)c(C)cc3cc2C)cc1	-20.9%	-2.6%	-16.2%	71.5%[activator]	-14.5	31.1%[activator]	3.0%	-10.0%	-8.1%
O=C(c1ccc(Cl)cc1)N1CCC(=O)N(C(CO)Cc2ccccc2)CC1 (stereo not given)	.	-4.4%	8.0%	.	.	.	-8.8%	-1.3%	.
CCOC(=O)C1CCN(C(=O)c2cnn(-c3ccc(F)cc3)c2-n2cccc2)CC1	2.1%	-25.4%	19.5%	.	.	3.6%	-7.0%	4.5%	-0.8%
Cc1ccc(S(=O)(=O)NCCCC(=O)C=[N+]=[N-])cc1	-8.8%	-0.3%	18.3%	5.3%	-15.9	-16.8%	-6.0%	5.7%	0.5%
COc1ccc(CN(CCC(c2ccc(F)cc2)C2CCOC(C)(C)C2)C(=O)c2ccco2)cc1 (stereo not given)	?	-2.9%	29.4%	10.5%	-17.3	78.6%[activator]	-8.9%	-19.7%	-6.6%
COC(=O)C(Cc1ccccc1)NC(=O)CNS(=O)(=O)c1ccc(Br)cc1 (stereo not given)	10.8%	-1.7%	24.0%	3.6%	3.6	-2.6%	6.5%	3.8%	-0.4%
COc1cccc(NC(=O)COC(=O)c2c(F)cccc2F)c1	-0.3%	-5.5%	4.0%	9.5%	-1.8	-11.4%	-20.9%	-2.3%	3.9%
COc1cc(CNCCCN2CCOCC2)ccc1OCC(=O)Nc1cccc(C(F)(F)F)c1	55.0%	-3.2%	?	6.8%	5.0	-13.7%	-13.0%	0.4%	4.6%
CCN1C(=O)c2cccc3c(S(=O)(=O)N4CCC(C)CC4)ccc1c23	.	-4.0%	9.8%	-19.6%	0.8	.	-24.3%	-0.1%	.
Cc1cccc(NC(=O)CCN2C(=O)C3C4CCC(C4)C3C2=O)c1C (stereo not given)	19.5%	-4.5%	-15.7%	-2.6%	-3.3	-11.2%	-4.2%	-6.4%[11.5 µM]	0.1%
CS(=O)(=O)N(CC(=O)NCCSc1ccccn1)c1ccc(F)cc1	1.8%	-4.4%	-20.0%	3.7%	-0.9	-4.8%	-7.6%	9.8%	-3.7%

Pulled by compound from above, 2 records:
SMILES	POLB inh	POLK inh	Pol iota inh	APE1 inh	RXFP1 antagonist	Apoferritin bind	POLH inh	PGK inhibitor	BLM helicase inh
O=C1c2sc3nc4c(c(=O)n3c2C(=O)N1c1ccccc1)CCC4	4.2%	-5.8%	-8.8%	4.8%	-12.8	-18.7%	-7.4%	-8.0%	-3.5%
CN(C)CCCN(C(=O)c1cccs1)c1nc2cc3c(cc2s1)OCO3	0.7%	1.9%	105.9%[activator]	12.5%	-1.7	-11.5%	-4.0%	i	11.0%

New compounds follow:
SMILES	POLB inh	POLK inh	Pol iota inh	APE1 inh	RXFP1 antagonist	Apoferritin bind	POLH inh	PGK inhibitor	BLM helicase inh
O=S(=O)(NCCc1nc2ccccc2[nH]1)c1ccccc1	.	-4.6%	-7.2%	.	-2.3	.	-0.9%	5.7%	.
Cc1cc(C(=O)NCc2ccccc2F)cs1	7.5%	-6.4%	31.5%	-1.6%	6.6	-9.7%	-2.8%	-6.9%	-0.9%
COC(=O)Cc1c(C)c2ccc3c(c2oc1=O)CN(Cc1ccccc1Cl)CO3	30.3%	20.5%	-24.0%	.	-10.4	456.4%[activator]	12.2%	i	-7.1%
COc1ccc(CNC(=O)CSc2ncn[nH]2)cc1	20.5%	12.3%	7.5%	12.9%	-18.5	-8.8%	-15.8%	-21.9%	-3.4%
Cc1nn(Cc2ccccc2Cl)c(C)c1NC(=O)c1ccn(C)n1	-0.7%	-9.9%	13.0%	1.6%	3.4	7.6%	-0.8%	0.9%	-8.6%
CCOC(=O)C1CCCN(C(=O)C2CCN(c3nnc(C)c4c(C)n(-c5ccccc5)nc34)CC2)C1 (stereo not given)	-1.5%	-18.2%	-2.6%	.	-0.7	45.5%[activator]	-13.4%	-0.9%	1.6%
COc1ccc(-c2cc(C)no2)cc1S(=O)(=O)N1CCc2ccccc21	16.5%	24.0%	-7.7%	.	-11.9	4.4%	-2.3%	-1.9%	-11.7%
CCOC(=O)C1Cc2c([nH]c3ccccc23)C(C)N1 (stereo not given)	2.7%	-4.6%	-14.9%	-1.1%	1.5	-6.3%	-1.5%	-5.8%	4.4%
Nc1c(C(=O)N2CCCCCC2)oc2ccccc12	5.9%	-20.1%	-19.0%	4.0%	14.2	-12.3%	-7.7%	-1.6%	-3.2%
COc1ccc(OC)c(/C=N/NC(=O)CNC(=O)c2ccc(S(=O)(=O)N3CCOCC3)cc2)c1	4.3%	-1.0%	154.0%[activator]	-1.3%	-7.1	-13.2%	-20.8%	3.1%	-7.3%
C/C(=N\NC(=O)COc1ccc([N+](=O)[O-])cc1)c1ccco1	.	-1.1%	6.2%	-0.6%	3.2	.	3.4%	-3.4%	.
Cc1ccc(CN2[C@@H](Cc3ccccc3)C(=O)CS2(=O)=O)cc1	.	-16.8%&-8.8%	?	18.6%	.	.	5.5%	i	.
CCCCn1nc2cc(C(=O)NCc3ccc(OC(F)(F)F)cc3)ccc2c1OC	-9.2%	1.8%	?	-8.9%	.	-0.4%	-17.2%	-0.8%	0.4%
